Cneo AK release: Cryptococcus neoformans cell lysis inducers, primary screen, AK release luminescence, single concentration; C. neoformans lysis, adenylate kinase release luminescence, 4 h; normalised: neutral wells 0, clomiphene wells 100; lysis activity, % at 15 µM; hit rate 0.2% among 360,000; AID 651654, 2012;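 active means mean lysis activity across replicates of at least 80%, whatever share of replicates individually reach that level; inactive means mean lysis activity below 80%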
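read-out = cell lysis signal | test system = log-phase Cryptococcus neoformans yeast cells | input = cells at 5 × 10^6 per mL | medium = fresh YPD growth medium | signal = luminescent adenylate kinase detection reagent | timing = 4 h at 37 °C static, read 1 h later | dosing = single dose | controls = Clomiphene as positive lysis control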
Statin myotox sup: suppressors of statin myotoxicity in C2C12 myotubes, primary screen, cell-based, single point, plate reader; C2C12 myotubes + simvastatin, ATP luminescence, 48 h; scaled: DMSO 0, geranylgeraniol control 100; rescue of ATP level, % at 7.49 µM; hit rate 0.78% among 330,000;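 active means mean ATP rescue above about 67%, or every replicate alone reaching that limit, limit read from the data, passing the limit was not always enough; inconclusive means no clear call, values can overlap the other calls; inactive means mean under the limit and some replicate under it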;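 further: myotubes were challenged with 10 µM simvastatin during compound exposure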
PGC1a acetyl inh: inhibitors of PGC1a acetylation signal, primary screen, cell-based, U2OS, AlphaScreen, inhibitor mode. hit rate 0.17% among 350,000. inhibition, % at 15.6 µM. AlphaScreen anti-acetyl-lysine; with virally co-expressed GCN5 acetyltransferase. AID 651687, 2012;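 active means every replicate shows inhibition of at least 40%; inconclusive means mean inhibition at least 40% but some replicate below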;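 further: 0% = neutral control wells and 100% = positive control wells; some results beyond the cut were filed as inactive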
The depositor's hits bear a star. The list is partial; the hit share may differ from the screen's.

The first 2 compounds, ahead of the listing:
Cc1cc(=O)[nH]c(/N=C(\N)Nc2cccc3ccccc23)n1 was read as Cneo AK release -0.3, Statin myotox sup 13.2 and PGC1a acetyl inh -1.5.
Cc1ccc(S(=O)(=O)N(C)c2ccc(C(=O)N3CCC(C(N)=O)CC3)cc2)cc1 was read as Cneo AK release 1.3, Statin myotox sup -3.8 and PGC1a acetyl inh -12.3.

Results (from the top)
Cc1cc(=O)[nH]c(/N=C(\N)Nc2cccc3ccccc23)n1 was read as Cneo AK release -0.3, Statin myotox sup 13.2 and PGC1a acetyl inh -1.5.
Cc1ccc(S(=O)(=O)N(C)c2ccc(C(=O)N3CCC(C(N)=O)CC3)cc2)cc1 was read as Cneo AK release 1.3, Statin myotox sup -3.8 and PGC1a acetyl inh -12.3.
Cc1ccccc1OCC(=O)NC(=S)Nc1ccc(N2CCOCC2)c(Cl)c1 was read as Cneo AK release 1.9, Statin myotox sup 5.0 and PGC1a acetyl inh 5.0.
Screening Cc1cccc(NS(=O)(=O)c2cc(OCC(N)=O)c(C)cc2Cl)c1 returned Cneo AK release 0.5, Statin myotox sup -5.5 and PGC1a acetyl inh 7.7.
Screening Clc1cccc2sc(N3CCCCC3)nc12 returned Cneo AK release 8.7, Statin myotox sup -0.9 and PGC1a acetyl inh 12.8.
`CCOC(=O)N1CCC(c2[nH][nH]c(=O)c2C)CC1` gave Cneo AK release -4.3, Statin myotox sup 3.7 and PGC1a acetyl inh 0.3.
`CCSc1nnc(NC(=O)C2CCCCC2C(=O)OCC(F)(F)C(F)F)s1` (centres undefined) gave Cneo AK release 2.4, Statin myotox sup -1.8 and PGC1a acetyl inh -0.7.
For Cc1ccc(C(=O)NNC(=O)CSc2nnc(-c3ccncc3)n2-c2ccc(C)cc2)cc1 the results were Cneo AK release 0.8, Statin myotox sup -4.8 and PGC1a acetyl inh 1.7.
Screening O=C(Nc1nc(-c2ccc3c(c2)OCO3)cs1)c1ccncc1 returned Cneo AK release -0.3, Statin myotox sup -5.9 and PGC1a acetyl inh 1.6.
`Cn1c(C2CCCN2C(=O)OC(C)(C)C)n[nH]c1=S` (centres undefined) gave Cneo AK release 0.1, Statin myotox sup -1.1 and PGC1a acetyl inh 7.7.
For O=C(CN(C1CCCCC1)S(=O)(=O)c1ccc(F)cc1)Nc1ccc2c(c1)OCO2 the results were Cneo AK release -0.3, Statin myotox sup 22.0 and PGC1a acetyl inh -40.1.
Screening Cc1nn(CC(=O)NCc2ccccc2)c(=O)c2ccccc12 returned Cneo AK release 0.5, Statin myotox sup 2.2 and PGC1a acetyl inh 10.1.
Cn1c(CNS(=O)(=O)c2ccc(Cl)cc2)n[nH]c1=S was read as Cneo AK release 0.8, Statin myotox sup 8.1 and PGC1a acetyl inh 8.2.
For O=C(COC(=O)c1cccnc1)Nc1ccc(F)cc1 the results were Cneo AK release -1.8, Statin myotox sup -4.2 and PGC1a acetyl inh -5.3.
For Cc1ccccc1Oc1ccc(S(=O)(=O)NCCC(=O)O)cc1 the results were Cneo AK release 0.7, Statin myotox sup -1.8 and PGC1a acetyl inh 8.4.
`COC(=O)c1ccc(-c2nc(O)c3cnccn23)cc1` gave Cneo AK release -1.7, Statin myotox sup 29.8 and PGC1a acetyl inh 8.4.
For CC(C)Nc1nc(NC(C)C)nc(OCCOC(=O)Nc2ccccc2)n1 the results were Cneo AK release -0.1, Statin myotox sup 1.9 and PGC1a acetyl inh -2.8.
For S=C1NCCc2ccc(Cl)cc2C1c1ccccc1 (centres undefined) the results were Cneo AK release 23.3, Statin myotox sup -26.7 and PGC1a acetyl inh -15.3.
`Cc1ccc(/C(N)=N/OC(=O)Cc2cccs2)cc1` gave Cneo AK release 0.6, Statin myotox sup -1.0 and PGC1a acetyl inh 8.9.
Screening Nc1nc(-c2ccco2)cs1 returned Cneo AK release -1.0, Statin myotox sup -5.0 and PGC1a acetyl inh 9.5.
CCOC(=O)CSc1nnc(C2CCCCC2)n1C was read as Cneo AK release 0.8, Statin myotox sup 8.7 and PGC1a acetyl inh -9.9.
Screening CCOC(=O)Cn1cnc2c(nnn2Cc2ccc(Cl)cc2)c1=O returned Cneo AK release -0.7, Statin myotox sup -0.1 and PGC1a acetyl inh 0.7.
CC(C)C(c1nnnn1Cc1ccccc1)N(Cc1ccco1)Cc1cccs1 (centres undefined) was read as Cneo AK release 4.3, Statin myotox sup 0.6 and PGC1a acetyl inh -91.3.
Screening Cc1ccc(NC(=O)c2cc(NC(=O)CCCC(=O)O)ccc2Cl)cc1Cl returned Cneo AK release 0.3, Statin myotox sup 0.1 and PGC1a acetyl inh -13.7.
Screening COc1ccc2nc3oc(C(=O)N4CCN(c5ccccc5F)CC4)cc3cc2c1 returned Cneo AK release -0.4, Statin myotox sup 4.6 and PGC1a acetyl inh 2.5.
Screening COCCNC(=O)CCn1nc(-c2ccc(Cl)cc2)c2ccccc2c1=O returned Cneo AK release -3.0, Statin myotox sup 0.3 and PGC1a acetyl inh 17.8.
Screening O=C(CSc1nnc(COc2ccccc2F)n1-c1ccccc1)NCc1ccco1 returned Cneo AK release 1.4, Statin myotox sup -6.7 and PGC1a acetyl inh -9.9.
COc1ccc(/C=C(/NC(=O)c2ccccc2)c2nc3ccccc3[nH]2)cc1OC was read as Cneo AK release -0.9, Statin myotox sup -31.3 and PGC1a acetyl inh -22.9.
For COc1ccccc1NS(=O)(=O)c1ccc(NC(=O)CCNC(=O)c2ccco2)cc1 the results were Cneo AK release 6.4, Statin myotox sup -2.1 and PGC1a acetyl inh 26.9.
`Cn1c(SCC(=O)Nc2ccc3cn[nH]c3c2)nnc1-c1cnccn1` gave Cneo AK release -3.3, Statin myotox sup -1.0 and PGC1a acetyl inh 25.3.
Screening CCOC(=O)C1=C(C)Nc2ncnn2C1c1ccccc1F (centres undefined) returned Cneo AK release 6.0, Statin myotox sup 80.5* and PGC1a acetyl inh -8.7.
`CCCc1nnc(NC(=O)CC(=O)OCC)s1` gave Cneo AK release 0.2, Statin myotox sup 0.7 and PGC1a acetyl inh 6.8.
`CC(NC(=O)CCSc1nc(-c2ccc3c(c2)OCO3)cc(C(F)(F)F)n1)c1ccccc1` (centres undefined) gave Cneo AK release 2.1, Statin myotox sup 2.5 and PGC1a acetyl inh 34.5.
Screening Cc1cc(C)n(S(=O)(=O)c2ccc(C(C)(C)C)cc2)n1 returned Cneo AK release 0.9, Statin myotox sup 2.4 and PGC1a acetyl inh 8.4.
`O=C(c1ccco1)N1CCN(C(c2ccccc2F)c2nnnn2Cc2cccs2)CC1` (centres undefined) gave Cneo AK release 2.8, Statin myotox sup 0.6 and PGC1a acetyl inh -2.9.
Screening N#Cc1c(-c2ccccc2)nc(-c2ccccc2)[nH]c1=O returned Cneo AK release 0.3, Statin myotox sup -15.6 and PGC1a acetyl inh -2.4.
Screening CN(c1cc(=O)n2ccccc2n1)C1CCCCC1 returned Cneo AK release -1.0, Statin myotox sup 0.9 and PGC1a acetyl inh -5.5.
Screening O=C(Cc1ccccc1)Nc1ccc(C(=O)O)cc1 returned Cneo AK release 11.6, Statin myotox sup 19.9 and PGC1a acetyl inh -3.7.
CCc1ccc(C2C(C#N)=C(N)Oc3n[nH]c(CC(=O)OC)c32)cc1 (centres undefined) was read as Cneo AK release 3.6, Statin myotox sup -17.5 and PGC1a acetyl inh 5.8.
`COc1cccc(-c2nn(-c3ccccc3)cc2C(=O)n2nnc3ccccc32)c1` gave Cneo AK release 0.1, Statin myotox sup 9.4 and PGC1a acetyl inh 14.7.

Overlap with the part before: 2 compounds, followed by the next part.
CCc1ccc(C2C(C#N)=C(N)Oc3n[nH]c(CC(=O)OC)c32)cc1 (centres undefined) was read as Cneo AK release 3.6, Statin myotox sup -17.5 and PGC1a acetyl inh 5.8.
`COc1cccc(-c2nn(-c3ccccc3)cc2C(=O)n2nnc3ccccc32)c1` gave Cneo AK release 0.1, Statin myotox sup 9.4 and PGC1a acetyl inh 14.7.
Screening CCOc1cc(C(=O)Nc2cc(C)ccn2)cc(OCC)c1OCC returned Cneo AK release 15.8, Statin myotox sup 4.3 and PGC1a acetyl inh -16.3.
c1ccc(-c2nc(N3CCNCC3)nc3ccccc23)cc1 was read as Cneo AK release 0.0, Statin myotox sup -20.6 and PGC1a acetyl inh -0.2.
`Cc1cccc(C)c1NC(=O)/C(C#N)=C/c1cccs1` gave Cneo AK release 0.7, Statin myotox sup 84.2* and PGC1a acetyl inh 0.0.
Screening COCCOC(=O)C1=C(C)NC2=C(C(=O)CC(c3cccs3)C2)C1c1ccsc1 (centres undefined) returned Cneo AK release -2.7, Statin myotox sup 1.0 and PGC1a acetyl inh -3.8.
Screening COc1ccc(C2C(C(N)=O)=C(C)Nc3ncnn32)cc1 (centres undefined) returned Cneo AK release -2.4, Statin myotox sup -3.9 and PGC1a acetyl inh 14.2.
`CSc1nc(C)c(CCOC(=O)c2cccc(Cl)c2)c(=O)[nH]1` gave Cneo AK release -1.2, Statin myotox sup -16.6 and PGC1a acetyl inh 8.2.
`CCC1(CC)NC(=O)N(CC(=O)OCC(=O)Nc2cc(C)ccc2C)C1=O` gave Cneo AK release -4.4, Statin myotox sup -1.3 and PGC1a acetyl inh 0.1.
Screening COCCCNC(=O)CCn1c(=O)c2ccccc2n(CC(=O)Nc2cc(Cl)ccc2C)c1=O returned Cneo AK release -3.5, Statin myotox sup 9.2 and PGC1a acetyl inh 7.3.
COC(=O)C(Cc1cnc(Cl)s1)(C(=O)OC)c1ccc(C(F)(F)F)cc1[N+](=O)[O-] was read as Cneo AK release -1.5, Statin myotox sup 24.0 and PGC1a acetyl inh 6.3.
Screening N#Cc1ccccc1NC(=O)COC(=O)CSc1nc2ccccc2o1 returned Cneo AK release 1.9, Statin myotox sup 12.9 and PGC1a acetyl inh 1.4.
Screening CNC(=O)CN1C(=O)NC2(CCc3ccccc32)C1=O (centres undefined) returned Cneo AK release -0.8, Statin myotox sup -2.2 and PGC1a acetyl inh -29.6.
For Cn1c(=O)oc2cc(S(=O)(=O)N3CCN(c4ccccc4)CC3)ccc21 the results were Cneo AK release -0.3, Statin myotox sup -27.4 and PGC1a acetyl inh -8.2.
`CN(Cc1ccccc1)S(=O)(=O)c1ccc2c(c1)n(C)c(=O)n2C` gave Cneo AK release -0.9, Statin myotox sup -5.0 and PGC1a acetyl inh 6.6.
For CCN(CC)CCN1C(=O)C(O)=C(C(C)=O)C1c1ccc(OC)c(OC)c1 (centres undefined) the results were Cneo AK release 4.9, Statin myotox sup -0.6 and PGC1a acetyl inh -12.5.
For CCC(=O)Nc1nc2cc(OC)ccc2s1 the results were Cneo AK release -5.9, Statin myotox sup -4.4 and PGC1a acetyl inh -12.1.
For COc1cccc(/C=N/NC(=O)CC2C(=O)NN=C2C)c1OC (centres undefined) the results were Cneo AK release 1.8, Statin myotox sup -14.4 and PGC1a acetyl inh 1.0.
Cc1ccc(/C=c2/sc3n(c2=O)CCCN=3)o1 was read as Cneo AK release 2.5, Statin myotox sup 6.9 and PGC1a acetyl inh -0.3.
For COC(=O)c1ccc(NS(=O)(=O)c2ccc(SC)cc2)cc1 the results were Cneo AK release 8.2, Statin myotox sup 28.3 and PGC1a acetyl inh -10.5.
For CCC(C)NC(=O)c1ccc(NC(=O)C2CCCO2)cc1 (centres undefined) the results were Cneo AK release 3.1, Statin myotox sup -1.4 and PGC1a acetyl inh 8.0.
`COCCN1CN=C(Nc2nc3ccccc3s2)NC1` gave Cneo AK release -1.9, Statin myotox sup 5.6 and PGC1a acetyl inh -8.5.
Screening COc1ccccc1-c1nnc(SCc2ccccn2)n1C returned Cneo AK release 3.9, Statin myotox sup -17.4 and PGC1a acetyl inh -7.4.
`CCOC(=O)N1CCN(C(=O)c2nc3ccccc3s2)CC1` gave Cneo AK release -0.4, Statin myotox sup 6.6 and PGC1a acetyl inh -0.8.
For Cc1cccc(NC(=O)Nc2ccc(C)c(C)c2)n1 the results were Cneo AK release -1.1, Statin myotox sup 9.9 and PGC1a acetyl inh -2.2.
CCC(C)(C)NC(=O)c1ccc2c(c1)S(=O)(=O)c1ccccc1C2=O was read as Cneo AK release -2.2, Statin myotox sup -27.6 and PGC1a acetyl inh inconclusive.
For CCc1nc(N)c(C#N)c(-c2cccc3ccccc23)c1C the results were Cneo AK release -3.1, Statin myotox sup 4.4 and PGC1a acetyl inh -14.8.
`COc1cccc(/C=N\NC(=O)c2sc(N)nc2C)c1OC` gave Cneo AK release -3.7, Statin myotox sup -2.0 and PGC1a acetyl inh -17.4.
For COc1ccc(C(=O)N2CCN(C3CCN(Cc4ccccc4)CC3)CC2)cc1OC the results were Cneo AK release -0.5, Statin myotox sup 0.9 and PGC1a acetyl inh -6.1.
Screening CC1(C)CNC(=O)C=C(c2ccccc2)C1 returned Cneo AK release -1.0, Statin myotox sup -3.6 and PGC1a acetyl inh 6.5.
For Cc1ccc(Nc2nc(N)nc(CN3CCN(c4ccccc4)CC3)n2)cc1Cl the results were Cneo AK release -3.4, Statin myotox sup 0.4 and PGC1a acetyl inh 1.8.
For O=C(N/N=C/c1ccc(Cl)c([N+](=O)[O-])c1)c1ccc2nc[nH]c2c1 the results were Cneo AK release -2.3, Statin myotox sup 2.6 and PGC1a acetyl inh -7.9.
Screening COC(=O)c1cc2n(n1)CCN(Cc1ccccc1F)C2=O returned Cneo AK release 1.9, Statin myotox sup -12.9 and PGC1a acetyl inh -8.9.
